Compound activity (PubChem)
core dimer inh: HCV core protein dimerization inhibition | TR-FRET GST/Flag-core106 dimerization, 1536-well | inhibition, % at 5 µM | actives 0.33% (n = 300,000);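 active = inhibition above the mean of all tested compounds plus 3 SD, set per screening campaign, cut at about 45% in these data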
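Material: GST/Flag-tagged HCV core106 proteins. Incubation: 4 h, 22.5 °C incubation. Read-out basis: inhibition (%) from 671 over 617 nm ratio. Measured by: TR-FRET, excitation 340 nm, emission 617 and 671 nm.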
VLA-4 inh: inhibition in a human VLA-4 binding assay; P13612; VLA-4 expressing cells, ligand binding flow cytometry; inhibition, % (about 7 µM as worked out from the volumes in the protocol); actives 0.2% (n = 330,000); AID 2557; in the data active = inhibition above about 50%
Fh CTSL1 inh: cathepsin L1 inhibition, PFM18AAP counter-screen. recombinant F. hepatica cathepsin L1, Z-Leu-Arg-MCA fluorescence. inhibition, % at 5.96 µM. actives 0.49% (n = 300,000). AID 1906;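 active = inhibition above the mean of all tested compounds plus 3 SD, set per screening campaign, cut at about 17% in these data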;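 note: 0% = plate median of test compound wells and 100% = 1 µM Z-Phe-Ala-diazomethylketone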
PP1 inh: counter-screen for PP5 inhibitors: inhibitors of human PP1-alpha. P62136. purified PP1alpha, OMFP fluorescence. inhibition, % at 6.7 µM. actives 0.9% (n = 320,000). AID 2235;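 active = inhibition above the mean inhibition of all tested compounds plus 3 SD, computed separately for each screening campaign, cut at about 15% in these data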
Target sequence (P62136 whole entry, looked up): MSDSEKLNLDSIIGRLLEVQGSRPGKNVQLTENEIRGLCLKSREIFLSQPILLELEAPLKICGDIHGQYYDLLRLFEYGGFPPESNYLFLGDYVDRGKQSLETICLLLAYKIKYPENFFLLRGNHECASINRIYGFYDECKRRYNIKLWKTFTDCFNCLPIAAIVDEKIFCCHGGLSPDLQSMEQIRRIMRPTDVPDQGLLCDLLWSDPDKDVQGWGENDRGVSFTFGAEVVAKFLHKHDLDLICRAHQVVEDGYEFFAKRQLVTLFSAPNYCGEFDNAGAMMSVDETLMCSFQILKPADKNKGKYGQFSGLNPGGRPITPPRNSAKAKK
JMJD2C inh: human JMJD2C demethylase inhibition; Q9H3R0; GST-JMJD2C(1-420) H3K9me3 demethylation, DELFIA europium; inhibition, % at 2.35 µM; actives 0.069% (n = 330,000); AID 2099;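 active = more than half of a compound's replicate wells show inhibition beyond 50%, single wells judged on their own value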;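 note: signal counts dimethyl H3K9 product captured on neutravidin plate; 0% = median of DMSO wells and 100% = 0.3 times that DMSO median; strong numbers were not always called active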
PP5 primary: inhibitors of human protein phosphatase 5 (PP5) | actives 0.18% (n = 320,000) | AID 1987 | P53041 | purified PP5c, OMFP substrate fluorescence | inhibition, % at 6.7 µM;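 active = inhibition above the campaign's mean inhibition across all tested compounds plus 3 SD, cut at about 9.5% in these data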;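 note: 0% = DMSO only and 100% = 100 µM cantharidin control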
proCasp7 act: counter-screen: procaspase-7 (human) activation; P55210; recombinant procaspase-7, Ac-DEVD-pNA absorbance 405 nm; D23A/D198A/D206A triple mutant, cannot self-cleave; scale: DMSO 0, 5 µM enzyme 100; activation, % at 8.5 µM; actives 0.093% (n = 330,000);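 active = percent activation above the screen-wide mean plus 3 SD, cut at about 25% in these data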
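Material: Procaspase-7 triple mutant (PC-7 D3A) | Quantity: 2 µM procaspase-7 mutant as dispensed | Reagent: DEVD-pNA substrate | Times: 1 h preincubation, 2 h reaction | Technique: 405 nm absorbance of p-nitroaniline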
procasp3 activ: activators of human procaspase-3; recombinant procaspase-3 D3A, Ac-DEVD-pNA absorbance 405 nm; activation, % at 8.5 µM; actives 0.11% (n = 330,000); AID 463141;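 active = activation above the mean of all tested compounds plus 3 SD, cut at about 21% in these data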;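 note: 0% = DMSO alone and 100% = DMSO wells spiked with extra 5 µM PC-3 D3A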
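assay system = Procaspase-3 D3A mutant | signal = absorbance at 405 nm, 0 and 120 min | times = 1 h preincubation plus 2 h reaction at 25 °C | repeats = single replicate | read-out = % activation between DMSO and enzyme-spiked controls | medium = Zinc-free HEPES saline buffer with Triton X-100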
GRK2 aptamer HTS: blocks RNA aptamer binding to human GRK2 | bead flow cytometry, FAM-aptamer displacement from GRK2 | inhibition of aptamer binding, % at 10 µM | actives 0.59% (n = 330,000) | AID 488847;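 active = inhibition of aptamer binding above 40%, roughly 3 SD of noise, on plates passing a quality check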;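 note: median bead fluorescence of bound FAM aptamer so fluorescent compounds give negative values; no value below 0 was filed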
Target sequence (P25098 whole entry, looked up): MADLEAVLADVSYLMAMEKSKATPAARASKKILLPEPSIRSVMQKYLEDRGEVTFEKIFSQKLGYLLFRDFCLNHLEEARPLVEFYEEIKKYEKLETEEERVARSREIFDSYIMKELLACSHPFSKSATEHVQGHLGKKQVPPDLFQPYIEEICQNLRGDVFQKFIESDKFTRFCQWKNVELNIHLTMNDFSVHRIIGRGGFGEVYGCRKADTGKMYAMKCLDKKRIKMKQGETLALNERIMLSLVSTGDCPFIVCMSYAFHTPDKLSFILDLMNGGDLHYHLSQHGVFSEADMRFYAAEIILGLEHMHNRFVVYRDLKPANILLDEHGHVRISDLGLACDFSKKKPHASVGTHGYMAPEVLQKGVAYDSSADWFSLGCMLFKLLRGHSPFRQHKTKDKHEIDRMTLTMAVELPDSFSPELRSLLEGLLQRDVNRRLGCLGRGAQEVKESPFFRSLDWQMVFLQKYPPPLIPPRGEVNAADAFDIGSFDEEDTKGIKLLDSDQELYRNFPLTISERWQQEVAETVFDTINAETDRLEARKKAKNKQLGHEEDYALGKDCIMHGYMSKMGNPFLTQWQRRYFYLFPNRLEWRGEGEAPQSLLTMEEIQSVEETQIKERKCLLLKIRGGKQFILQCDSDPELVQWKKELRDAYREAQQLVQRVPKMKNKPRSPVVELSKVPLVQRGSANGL
* = called active by the depositor; · = no result given; & = joins results of further samples. No enrichment for hits (roughly 2.6% active in at least one column).

SMILES | core dimer inh | VLA-4 inh | Fh CTSL1 inh | PP1 inh | JMJD2C inh | PP5 primary | proCasp7 act | procasp3 activ | GRK2 aptamer HTS
COc1ccc(CCC(=O)NNC(=O)c2cccs2)cc1 | · | 4 | · | -3 | -21 | 0.3 | -3 | 7 | 0
O=C(CC1N=C2c3ccccc3N=C(SCc3ccc(F)cc3)N2C1=O)NCc1ccco1 (stereo not drawn) | 0 | 2 | -3 | -3 | 89&3 | 2.4 | 10 | 4 | 3
N#CC1=C(N)C(C#N)(C#N)C(c2cccnc2)C2COCC=C12 (stereo not drawn) | -5 | 13 | -3 | -2 | -2 | 2.7 | -2 | -1 | 0
CCCN1CCN(C(=O)Nc2ccc(OCC)cc2)CC1 | 2 | -260 | 1 | -2 | 12 | 2.3 | -7 | 5 | 0
Cn1nnnc1Sc1ncnc2scc(-c3cccc4c3sc3ccccc34)c12 | · | -13 | · | · | 3 | · | 11 | 9 | 4
CC(Sc1nc(-c2ccccc2)cs1)C(=O)Nc1ccc(Cl)cn1 (stereo not drawn) | -4 | 13 | 0 | -1 | 17 | 1.8 | 5 | 2 | 0
O=C1NCCCCC1NS(=O)(=O)c1cccc2ccccc12 (stereo not drawn) | -4 | 4 | 0 | -1 | 5 | -2.0 | 1 | 2 | 2
CCOc1cc(/C=N\n2nnnc2N)ccc1O | -7 | -8 | 2 | 2 | 3 | 5.3 | 10 | 7 | 0
O=C1CSC(c2cccnc2)N1Cc1ccc(Cl)cc1 (stereo not drawn) | -18 | -13 | 15 | -4 | -35 | 4.1 | 1 | 5 | 0
CC1=Nn2c(nnc2-c2cc(-c3ccccc3)n[nH]2)SC1 | 0 | 15 | 4 | 0 | 3 | -0.9 | 10 | 5 | 0
CC(C)(C)NC(=S)NNC(=O)c1ccc2ncccc2c1 | 0 | 0 | 4 | -3 | 0 | 0.2 | -8 | -3 | 1
CCCn1c(=O)c(C(=O)Nc2ccccc2C(=O)OC)c(O)c2ccccc21 | 0 | -1 | -2 | -3 | 3 | -0.1 | 2 | 3 | 0
C[n+]1cccc(C(=O)[O-])c1 | 5 | 13 | -7 | 2 | · | 5.2 | -5 | 2 | 0
O=C(NC(=S)NCCC1=CCCCC1)c1cccnc1 | 0 | -1 | 2 | -1 | -6 | 0.8 | -1 | -2 | 2
Cc1ccc(C)c(C(C)NC(=O)C2CCCO2)c1 (stereo not drawn) | 5 | 12 | 5 | 1 | 24 | 1.2 | 10 | 6 | 1
CC(C)(C)N1CSC(=S)N(Cc2ccccc2)C1 | 1 | -4 | 5 | 1 | 1 | -0.3 | 9 | -3 | 0
CN(C)/C=C(\C=N\OCc1ccc(Cl)cc1Cl)C(=O)Nc1ccc(Cl)c(Cl)c1 | 0 | 33 | 0 | 14 | -14 | 0.3 | 10 | -2 | 0
CN(C(=O)CN1C(=O)NC2(CCCc3ccccc32)C1=O)C1CCCCC1 (stereo not drawn) | · | 22 | · | · | 3 | · | -4 | -10 | 0
CC(=O)Nc1ccc(S(=O)(=O)NC2(C(F)(F)F)NC(=O)N(c3ccc(C)cc3)C2=O)cc1 (stereo not drawn) | -4 | -4 | 3 | -1 | -8 | 0.4 | -1 | -2 | 1
O=C(CC(SCc1ccco1)c1ccc(O)cc1)c1cccs1 (stereo not drawn) | 1 | -2 | 1 | 1 | 10 | 2.5 | -17 | 4 | 0
COc1cc(Cl)c(C)cc1NC(=O)COC(=O)CCc1nc2ccccc2c(=O)[nH]1 | 5 | 1 | 5 | -7 | -2 | -1.2 | 2 | 0 | 1
CC1=NN(c2nc3ccccc3[nH]2)C(=O)/C1=C/N(C)C | 2 | 24 | -8 | 23* | · | 1.7 | -8 | -1 | 2
Cc1nnc(SCc2ccccc2CSc2nnc(C)s2)s1 | 1 | 0 | 0 | 6 | 2 | 0.6 | 8 | 1 | 3
Cc1c(N=Cc2ccc(Cl)o2)c(=O)n(-c2ccccc2)n1C | 1 | -2 | 2 | -2 | -3 | 2.8 | -11 | 4 | 11
CCOC(=O)c1sc(N)c(C#N)c1COC(=O)CNC(=O)c1cc(OC)c(OC)c(OC)c1 | 0 | -13 | -6 | -3 | -12 | -2.3 | 2 | -11 | 5

Structural class: those above with fluorine (2)
SMILES | core dimer inh | VLA-4 inh | Fh CTSL1 inh | PP1 inh | JMJD2C inh | PP5 primary | proCasp7 act | procasp3 activ | GRK2 aptamer HTS
O=C(CC1N=C2c3ccccc3N=C(SCc3ccc(F)cc3)N2C1=O)NCc1ccco1 (stereo not drawn) | 0 | 2 | -3 | -3 | 89&3 | 2.4 | 10 | 4 | 3
CC(=O)Nc1ccc(S(=O)(=O)NC2(C(F)(F)F)NC(=O)N(c3ccc(C)cc3)C2=O)cc1 (stereo not drawn) | -4 | -4 | 3 | -1 | -8 | 0.4 | -1 | -2 | 1

Next structures
SMILES | core dimer inh | VLA-4 inh | Fh CTSL1 inh | PP1 inh | JMJD2C inh | PP5 primary | proCasp7 act | procasp3 activ | GRK2 aptamer HTS
Oc1ccc2ccccc2c1/C=N/n1cnnc1 | -2 | -2 | -1 | -2 | 9 | 2.6 | -11 | 5 | 0
COc1ccccc1C1=CC(=O)C[C@H](c2ccc3c(c2)OCO3)C1 | · | 8 | · | 6 | -6 | 4.8 | -3 | -1 | 0
CCOc1c2ccc(C(=O)NCc3ccc(OC)cc3)cc2nn1CCOC | -15 | 0 | -5 | -5 | 2 | 3.1 | -6 | -2 | 0
Cc1cc(-c2ccc(Cl)cc2)n2nc(C)cc2n1 | 7 | -4 | -1 | -4 | -5 | -0.6 | -2 | 2 | 45*
Cc1nc(-c2ccccc2)sc1C(=O)/C=C/N(C)C | -8 | 5 | 4 | -2 | 3 | -1.4 | 6 | 5 | 2
O=C(CSc1nc2[nH]ncc2c(=O)[nH]1)N1CCCC1 | -3 | 5 | -4 | -3 | -15 | -1.0 | -3 | -5 | 0
COC(=O)c1c(NC(C)=O)sc2c1CCCC2 | -7 | 13 | -1 | 4 | -12 | 2.2 | -8 | -15 | 1
CN(CC(=O)Nc1ccc(F)cc1)C(=O)CN1C(=O)NC2(CCCCC2)C1=O | · | 7 | · | · | -3 | · | 5 | 6 | 1
COc1ccc(-c2noc(-c3ccc(Cl)cc3[N+](=O)[O-])n2)cc1OC | -2 | 15 | 0 | 3 | -6 | 4.2 | 4 | 8 | 0
CCCC[C@@H]1CNCCN1CCc1cccc(F)c1 | -22 | 7 | 14 | 6 | 6 | 1.1 | 2 | 4 | 30
COc1ccc(-c2nnn(CC(=O)N3CCN(c4ccccc4OC)CC3)n2)cc1 | 1 | -4 | -2 | 1 | 6 | 0.1 | -2 | 10 | 0
Cc1oc2cc(O)ccc2c(=O)c1N1C(=O)c2ccccc2C1=O | -3 | 23 | 4 | 0 | -12 | -2.5 | 10 | 1 | 0
CCOC(=O)c1ccc(NS(=O)(=O)c2cc(-c3nnnn3CC)ccc2OC)cc1 | 3 | 8 | 0 | -3 | 8 | 2.4 | 1 | -5 | 0
O=C(/C=C/c1cccc([N+](=O)[O-])c1)N(c1ccccn1)c1ccccn1 | 2 | -2 | -4 | 0 | 0 | -1.6 | -1 | 7 | 0
O=C1NN=C(c2ccccc2)CC1c1ccc(Cl)cc1Cl (stereo not drawn) | 3 | -4 | -1 | 0 | -17 | 3.8 | 3 | 0 | 0
CC(C)C(=O)Nc1nnc(CCN2CCCCC2)s1 | -8 | 22 | -1 | -2 | -4 | 3.0 | 11 | 13 | 0
CCOC(=O)c1cc(-c2ccc(C)cc2)n(CCC(=O)N2CCN(c3ccccn3)CC2)c1C | 5 | 4 | 7 | 3 | -1 | 2.4 | 5 | 5 | 0
COc1ccc(CCNC(=O)CN(C)S(=O)(=O)c2ccc(Br)s2)cc1OC | -6 | 9 | -1 | 1 | 0 | -0.3 | -3 | 0 | 0
COc1ccc(N2CCN(C(=S)Nc3ccccc3)CC2)cc1 | 8 | 4 | 0 | 3 | 43 | 1.0 | -8 | -2 | 0
Cc1ccc(NC(=O)CSC2=C(C#N)C(c3ccco3)C3=C(CCCC3=O)N2)cc1 (stereo not drawn) | -3 | -7 | 2 | 10 | 4 | 5.5 | -3 | -7 | 57*
CC1(C)NC(=O)N(CCCOc2ccc(Br)cc2Cl)C1=O | -5 | 33 | 1 | -7 | 30 | -1.4 | 1 | 4 | 0
CC(=O)c1ccc(OCCCCCCCOc2ccc(C(C)=O)cc2)cc1 | -2 | -6 | 0 | 1 | -16 | -1.0 | 3 | -1 | 0
CCCCCCCNC(=O)C1(CC2CC(c3cccc(Br)c3)=NO2)CCN(C(=O)CCCCCBr)CC1 (stereo not drawn) | 2 | 5 | -1 | 2 | -8 | 7.1 | 6 | 10 | 0
C=CCn1c(=O)c2c(nc(-c3ccc(S(=O)(=O)O)cc3)n2C)n(C)c1=O | 1 | 0 | 4 | -1 | 19 | -1.8 | -2 | -8 | 2
COc1ccccc1C(=O)N(Cc1ccco1)C1CCS(=O)(=O)C1 (stereo not drawn) | 0 | 22 | 8 | -2 | -25 | 1.6 | 8 | 5 | 1

Limited to proCasp7 act, procasp3 activ and VLA-4 inh (3 entries from above):
Structure	proCasp7 act	procasp3 activ	VLA-4 inh
C=CCn1c(=O)c2c(nc(-c3ccc(S(=O)(=O)O)cc3)n2C)n(C)c1=O	-2	-8	0
Cc1ccc(C)c(C(C)NC(=O)C2CCCO2)c1 (stereo not drawn)	10	6	12
O=C1NN=C(c2ccccc2)CC1c1ccc(Cl)cc1Cl (stereo not drawn)	3	0	-4

New compounds follow.
SMILES | core dimer inh | VLA-4 inh | Fh CTSL1 inh | PP1 inh | JMJD2C inh | PP5 primary | proCasp7 act | procasp3 activ | GRK2 aptamer HTS
COc1ccc(N2CCN(C(=O)c3ccc4c(=O)n(Cc5ccc6c(c5)OCO6)c(=O)[nH]c4c3)CC2)cc1 | 22 | -64 | -1 | 1 | 18 | 1.1 | 4 | -5 | 0
CC(Sc1nc(-c2ccccc2)cc(C(F)(F)F)n1)C(=O)Nc1sc2c(c1C(N)=O)CCC2 (stereo not drawn) | 4 | 8 | 6 | -3 | -4 | 1.6 | -4 | 0 | 4
C=CCn1c2ccccc2c2nnc(SCc3[nH]c(=O)[nH]c3C(=O)CCCCC(=O)OCC)nc21 | 14 | 7 | 10 | 3 | -6 | 2.7 | 3 | 1 | 5
CNc1c([N+](=O)[O-])cnn1-c1ccc(Cl)cc1Cl | 1 | 11 | -1 | -2 | 1 | 1.3 | 5 | -1 | 0
Cc1ccc2c(c1)=C(c1sc(N(C)c3ccc(O)cc3)nc1O)C(=O)N=2 | -12 | -3 | -4 | 6 | -8 | -0.3 | -20 | 5 | 0
NC(=O)CCC(NS(=O)(=O)c1ccc(Cl)cc1)C(=O)NCc1ccccc1 (stereo not drawn) | -3 | -2 | 0 | -1 | -22 | 0.1 | 1 | 7 | 1
S=C(NCCN1CCOCC1)Nc1ccc(Cl)cc1Cl | -3 | 9 | 2 | -1 | -2 | -2.7 | -5 | 5 | 0
Cc1cccc(NC(=S)NCC(C)CSc2ccc(Cl)cc2)c1 (stereo not drawn) | 3 | 2 | -3 | -1 | 0 | 2.1 | -4 | -4 | 1
C[C@H](CO)N1C[C@H](C)[C@@H](CN(C)S(=O)(=O)c2ccc(F)cc2)Oc2ccc(NC(=O)Nc3ccc4c(c3)OCO4)cc2C1=O | · | 20 | · | · | · | · | 4 | 0 | 0
